Screens as filed in PubChem BioAssay.
HP1b chromo inh: blocks HP1-beta chromodomain binding to methylated histone tails. AlphaScreen HP1-beta / biotin-H3K9me3 peptide binding. hit rate 0.56% among 390,000. Potency, µM (doses to about 114 µM), without a hit: top-dose activity change, negative = inhibition, usual class: inhibitors; note: potency is the fitted concentration of half-maximal effect; nearly all actives have a fitted effect of over 70% in size; inactives centre near 23
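Compound inhibition of the preformed complex between 50 nM HP1-beta and 50 nM biotinylated H3K9me3 peptide was read by AlphaScreen. Buffer was PBS pH 7.4 with 0.01% Tween-20. Incubations ran 30 min at room temperature, with 10 ug/mL donor/acceptor beads.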
G9a block: blocks human histone lysine methyltransferase G9a | G9a H3K9 monomethylation, AlphaScreen, 2 h | Potency, µM (titrated, usually from 102 µM), for the others: at the top dose activity, negative = inhibition, hits mostly inhibitors | hit rate 8.8% among 350,000 | AID 504332; note: potency is the fitted concentration of half-maximal effect; % is set by controls: 0 for no effect and ±100 for the full control effect; nearly all actives have a fitted effect of over 75% in size
Target sequence (Q96KQ7 913-1193 limits assumed): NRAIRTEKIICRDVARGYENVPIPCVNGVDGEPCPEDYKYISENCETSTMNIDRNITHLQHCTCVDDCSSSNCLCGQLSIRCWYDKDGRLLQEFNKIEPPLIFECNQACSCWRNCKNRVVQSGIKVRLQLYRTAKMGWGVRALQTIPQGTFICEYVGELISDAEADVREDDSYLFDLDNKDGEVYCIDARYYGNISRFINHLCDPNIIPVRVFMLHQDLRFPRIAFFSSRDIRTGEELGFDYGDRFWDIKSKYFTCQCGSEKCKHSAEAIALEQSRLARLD
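G9a (20 nM) preincubated 15 min RT with compounds, then 500 nM biotinylated H3K9 peptide and 20 uM SAM added; 2 h RT reaction. Monomethyl-H3K9 product detected by AlphaScreen with anti-H3K9me1 antibody, streptavidin donor and anti-rabbit IgG acceptor beads.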
RGS4 inhibitor: inhibitors of human regulator of G protein signaling 4 | Potency, µM (highest dose often 114 µM), for inactives: at the top dose activity change, negative = inhibition, usual class: inhibitors | Transcreener GDP fluorescence polarization, RGS4-accelerated GTP hydrolysis | hit rate 0.039% among 390,000 | AID 504845; note: potency is the fitted concentration of half-maximal effect; % is set by controls: 0 for no effect and ±100 for the full control effect; nearly all actives have a fitted effect of over 75% in size; some results filed as inactive show a strong effect at the top dose
Target sequence (P49798 whole entry, looked up): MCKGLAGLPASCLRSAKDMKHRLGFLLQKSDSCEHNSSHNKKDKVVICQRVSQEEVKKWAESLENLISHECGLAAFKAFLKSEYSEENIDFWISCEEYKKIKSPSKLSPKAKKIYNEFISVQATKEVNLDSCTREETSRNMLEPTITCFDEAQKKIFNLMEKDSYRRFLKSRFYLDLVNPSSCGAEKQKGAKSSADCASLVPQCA
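MLSMR compounds (23 nl, pin-transferred) preincubated 10 min at room temperature with a 500nM (2x) first reagent, then RGS4 at 900nM (2x) plus Transcreener GDP mix added; fluorescence polarization (620/688 nm) read before and after 90 min at 30 °C.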
ERG Ets-DNA blk: ERG Ets/DNA interaction inhibition. fluorescence polarization, His-ERG Ets domain / labelled DNA. Potency, µM (highest dose often 76.9 µM), without a hit: at the top dose FP activity, negative = inhibition, most hits filed as inhibitors. hit rate 0.028% among 370,000. AID 624246; active = well fitted inhibition curve with a large enough effect in the polarisation, with a control signal flat; inconclusive = small, poorly fitted or top-dose-only effect, or effect the other way, or a change in a side signal; inactive = no such curve, though single readings can be large or run the other way; the % refers to the polarisation;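 note: polarization taken with two DNA probes labelled with fluorescein and Texas red; potency is the fitted concentration of half-maximal effect; % of control where 0% means no effect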
Target sequence (P11308 whole entry, looked up, the tested form may be a part): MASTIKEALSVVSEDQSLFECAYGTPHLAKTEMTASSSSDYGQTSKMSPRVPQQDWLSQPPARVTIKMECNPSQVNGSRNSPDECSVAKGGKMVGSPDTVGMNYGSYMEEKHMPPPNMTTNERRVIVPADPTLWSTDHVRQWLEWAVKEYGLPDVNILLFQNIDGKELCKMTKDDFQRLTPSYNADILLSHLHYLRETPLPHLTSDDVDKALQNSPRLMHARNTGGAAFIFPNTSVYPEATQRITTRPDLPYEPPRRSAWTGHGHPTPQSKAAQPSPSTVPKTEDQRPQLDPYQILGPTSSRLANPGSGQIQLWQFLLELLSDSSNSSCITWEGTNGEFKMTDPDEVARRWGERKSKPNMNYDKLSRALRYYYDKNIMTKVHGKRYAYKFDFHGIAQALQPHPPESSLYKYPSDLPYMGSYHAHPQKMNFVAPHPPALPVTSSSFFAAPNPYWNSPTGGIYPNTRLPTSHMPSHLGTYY
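His-tagged ERG Ets domain (1 uM in the protein solution; 300mM KCl, 50mM Tris-HCl, 1mM EDTA, 1mM DTT, pH 7.5) received compound, then a probe mix of 5 nM fluorescein-DNA and 100nM Texas-615-DNA. Fluorescence polarization was read for both dyes.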
BAZ2B inh: inhibitors of human BAZ2B bromodomain | Potency, µM (series often up to 114 µM), inactives show at the highest dose activity change, negative = inhibition, actives largely listed as inhibitors | AID 504333 | AlphaScreen BAZ2B-H3K14Ac peptide displacement | Q9UIF8 | hit rate 4.4% among 360,000; note: potency is the fitted concentration of half-maximal effect; % is set by controls: 0 for no effect and ±100 for the full control effect; nearly all actives have a fitted effect of over 60% in size
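Complex of BAZ2B and biotin-H3K14Ac (50 nM apiece) forms over 30 min at RT, then faces library compounds up to 110 uM for another 30 min; AlphaScreen beads added, 20 min dark incubation, luminescence read.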
GLS inh: blocks human kidney-isoform glutaminase activity; O94925; GLS enzymatic activity, qHTS titration; Potency, µM (doses to about 45.5 µM), without a hit: at the highest dose activity change, negative = inhibition, most hits filed as inhibitors; hit rate 0.21% among 410,000; note: potency is the fitted concentration of half-maximal effect; % is set by controls: 0 for no effect and ±100 for the full control effect
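Assay buffer: 45 mM KH2PO4 pH 8.2, 0.02% Tween-20. hKGA acts on L-glutamine (1 mM solution added); product glutamate is reported by an oxidase/peroxidase Amplex Red coupling, with fluorescence taken at baseline and 30 min.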
12-LOX inh: inhibitors of human 12S-lipoxygenase ALOX12; purified 12hLO, xylenol orange hydroperoxide absorbance; Potency, µM (series often up to 108 µM), without a hit: top-dose activity change, negative = inhibition, hits mostly inhibitors; hit rate 1.1% among 580,000; P18054; AID 1671190; note: potency is the fitted concentration of half-maximal effect; % is set by controls: 0 for no effect and ±100 for the full control effect
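Hydroperoxide product was detected by ferrous iron/xylenol orange as the 573 to 405 nm absorbance ratio. Arachidonic acid at 40 uM (final) was turned over for 30 min at room temperature by 150 nM human 12hLO, pH 7.0 Hepes buffer, after 15 min compound preincubation.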
JMJD2A Tudor: blocks the human JMJD2A Tudor domain. O75164. AlphaScreen JMJD2A-Tudor / H3K4me3 peptide binding. Potency, µM (highest dose often 114 µM), inactives show at the highest dose activity change, negative = inhibition, usual class: inhibitors. hit rate 4.4% among 390,000; note: potency is the fitted concentration of half-maximal effect; % is set by controls: 0 for no effect and ±100 for the full control effect; nearly all actives have a fitted effect of over 50% in size
PI4K2A inh: blocks human PI4K2A kinase activity. Q9BTU6. purified PI4K2A, ADP-Glo luminescence, 1 h; stronger effect = lower value. activity change, negative = inhibition, % at 76.9 µM. hit rate 0.13% among 420,000. AID 1346378; in the data active = activity change below about -50%; inconclusive = mostly about -30% to -49%;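 note: -100% = wells without enzyme as full effect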
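ADP-Glo luminescence measured ADP generated by PI4K2A enzyme (4 ug/mL before mixing) with 1.2 mM PI substrate (pre-mix) and 300 microM ATP (pre-mix). Tris pH7.5 buffer with MgCl2, Triton X-100; 1 h reaction at ambient temperature.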
Active calls of the source: *; u = inconclusive; x = no result given; & = joins results of further samples; [ ] = another dose, or the depositor's remark. Unless noted, calls come from the whole dose curve; as a rule, active = well fitted curve in the direction sought with a large enough effect; inconclusive = small, poorly fitted or top-dose-only effect, or another doubt; inactive = no such curve, though single readings can be large; an effect the other way counts as inactive or inconclusive. Not all compounds are listed (hit frequency here may not be typical).

Results follow in this order: HP1b chromo inh | G9a block | RGS4 inhibitor | ERG Ets-DNA blk | BAZ2B inh | GLS inh | 12-LOX inh | JMJD2A Tudor | PI4K2A inh
#1 CCOC(=O)/C(=N\Nc1ccc(Br)cc1)N1CC(C)OC(C)C1 (configuration not stated)
→ 7% | 3.2µM* | -19% | -5% | -31% | u | x | u | 0
#2 COc1ccc(S(=O)(=O)N2CCN(Cc3ccccc3)CC2)c(C)c1
→ 44%[activator] | x | 11% | -4% | u | -1% | 0% | -11% | -7
#3 CC(C)c1ccc(C2CC(=O)N3CN(Cc4ccco4)CSC3=C2C#N)cc1 (configuration not stated)
→ u | 2.8µM* | u | 0% | 50µM* | -4% | u | 40µM* | -2
#4 CCOC(=O)C1CCN(c2ncnc3c(C)csc23)CC1
→ 27% | 13% | 9% | -1% | -3% | 9% | 0% | -1% | -4
#5 CCc1cccc(C)c1NC(=O)c1cc(S(=O)(=O)N2CCC3(CC2)OCCO3)ccc1F
→ 7% | -1%[59 µM] | 15% | 5% | -4% | -35% | 1% | -9% | -18
#6 COc1ccc(N(C(=O)COc2ccc(F)cc2)S(=O)(=O)c2ccc(C)cc2)cc1
→ 35% | -13%[59 µM] | -9% | 4% | -4% | 9% | 6% | -10% | 24
#7 CC1(c2ccccc2)NC(=O)N(CC(=O)N2CC(=O)Nc3ccccc32)C1=O (configuration not stated)
→ 14% | x | 8% | 8% | x | 4% | u | -1% | -1
#8 Cc1cc(Cl)ccc1OC(C)C(=O)Nc1ccc([N+](=O)[O-])cn1 (configuration not stated)
→ 0% | u | -19% | -5% | u | -3% | -12% | -36% | -3
#9 CC(C)Cn1c(CN2CCN(C(=O)c3ccco3)CC2)nc2c1c(=O)n(C)c(=O)n2C
→ 28% | 11% | 0% | -3% | -10% | 1% | -17% | -12% | -1
#10 Cc1ccc(C(=O)Nc2c(-c3cccs3)c(=O)c3ccccc3n2C)cc1
→ 17% | 7% | -8% | -2% | 6% | 3% | u | -12% | 2
#11 CN(C(=O)c1ccc(OC2CCN(CCc3ccccc3)CC2)cc1)C1CCOCC1
→ 28% | 4% | 19% | -10% | -1% | -1% | -5% | -19% | 0
#12 O=C(c1nc2ccc(Cl)cn2c1CN1CCCC(CO)C1)N1CCc2ccccc2C1 (configuration not stated)
→ 25% | -4% | 2% | -3% | -9% | 6% | -16% | -6% | 0
#13 COc1cccc(OC)c1C(=O)OCC(=O)Nc1cccnc1Cl
→ 17% | 22% | -7% | -8% | -11% | 7% | -4% | -3% | 2
#14 CCCCOc1ccc(-c2nc(SCC(N)=O)n[nH]2)cc1
→ 24% | 2% | -8% | -13% | 9% | 2% | 0% | -18% | -2
#15 CCc1ccc(NC(=O)CSc2nc3cc(C(=O)OC)ccc3c(=O)n2CC2CCCO2)cc1 (configuration not stated)
→ 10% | u | -31% | 5% | -18% | x | -22% | 7% | 5
#16 COc1ccc(CCNC(=O)CCc2nnc(Cc3ccc4c(c3)OCO4)o2)cc1
→ 11% | x | 6% | -4% | -8% | 0% | u | -17% | 0
#17 Cc1cccn2cc(-c3cccc(NS(=O)(=O)c4ccc(Cl)c(Cl)c4)c3)nc12
→ u | -27%[59 µM] | -19% | -1% | -24% | -1% | -12% | -20% | -7
#18 CCOc1ccc(S(=O)(=O)N2CCC(C(=O)NCC3CCCO3)CC2)cc1 (configuration not stated)
→ 22% | x | -1% | -3% | 3% | 1% | 9% | -12% | -15
#19 CCN1C(=O)C(Cc2nc3ccccc3c(=O)n2-c2ccccc2)c2ccccc21 (configuration not stated)
→ 6% | -3%[0.501 µM] | 18% | -15% | u | 3% | -22% | -16% | -3
#20 COc1cccc(CNC(=O)C(Cc2ccccc2)NS(=O)(=O)c2ccc3c(c2)CCN3C(C)=O)c1 (configuration not stated)
→ 36% | -24%[59 µM] | -1% | -15% | x | -7% | 4% | 0% | 1

Some of the entries so far, screen by screen.
10: Cc1ccc(C(=O)Nc2c(-c3cccs3)c(=O)c3ccccc3n2C)cc1
11: CN(C(=O)c1ccc(OC2CCN(CCc3ccccc3)CC2)cc1)C1CCOCC1
12: O=C(c1nc2ccc(Cl)cn2c1CN1CCCC(CO)C1)N1CCc2ccccc2C1 (configuration not stated)
13: COc1cccc(OC)c1C(=O)OCC(=O)Nc1cccnc1Cl
Assay by compound	10	11	12	13
HP1b chromo inh	17%	28%	25%	17%
G9a block	7%	4%	-4%	22%
RGS4 inhibitor	-8%	19%	2%	-7%
ERG Ets-DNA blk	-2%	-10%	-3%	-8%
BAZ2B inh	6%	-1%	-9%	-11%
GLS inh	3%	-1%	6%	7%
12-LOX inh	u	-5%	-16%	-4%
JMJD2A Tudor	-12%	-19%	-6%	-3%
PI4K2A inh	2	0	0	2

(listing goes on)
Results follow in this order: HP1b chromo inh | G9a block | RGS4 inhibitor | ERG Ets-DNA blk | BAZ2B inh | GLS inh | 12-LOX inh | JMJD2A Tudor | PI4K2A inh
#21 O=C(CNC(=O)c1ccc2ccccc2c1)NCc1ccccc1F
→ 33% | u | 17% | -1% | -8% | -1% | x | -1% | 0
#22 COc1cccc(OC)c1C(=O)Nc1ccccc1Sc1ccccc1
→ 70%[activator] | x | -1% | -4% | x | 1% | 4% | 17% | -11
#23 Cc1ccc2c(CC(=O)N3CCN(c4cccc(Cl)c4)CC3)coc2c1
→ 31% | -31%[59 µM] | -19% | 2% | -10% | -34% | u | -16% | 4
#24 CSc1cccc(N2CC(C(=O)N(CC(C)C)c3c(N)n(Cc4ccccc4)c(=O)[nH]c3=O)CC2=O)c1 (configuration not stated)
→ 26% | 40µM* | -27% | 3% | u | -24% | u | -29% | -4
#25 O=C(N[C@@H](Cc1c[nH]c2ccccc12)C(=O)O)c1ccccc1Cl
→ 12% | u | -24% | -10% | 1% | -8% | u | u | 0
#26 CCN(Cc1ccccc1)S(=O)(=O)c1ccc(OC)c2ncccc12
→ 46%[activator] | x | 8%[11.4 µM] | 0% | 0% | -6% | u | -9%[11.4 µM] | 5
#27 COC(=O)C1(C)NC(c2ccc(O)cc2)C2C(=O)N(c3ccccc3)C(=O)C21 (configuration not stated)
→ 22% | u | 8% | 3% | -7% | 14% | 3% | -6% | 2
#28 CC1(C)C2CC[C@]3(C)C(CC=C4[C@@H]5C[C@@](C)(CO)[C@@H]6C[C@@]5(CC[C@]43C)C(=O)O6)[C@@]2(C)CC[C@@H]1O (some centres not stated)
→ 36% | x | 5% | -13% | x | 2% | 15% | -18% | -1
#29 O=C(O)Cc1csc(-c2cccc(Oc3ccccc3)c2)n1
→ 5%&23% | -12% | 28%&-4% | 4%&0% | 1%&3% | 0%&5% | 19%&-2% | -9%&3% | 2&2
#30 Cc1ccc(NC(=O)CSc2nnc(C)c(=O)n2N)cc1
→ 18% | 45% | 12% | 0% | -18% | 9% | 487%[activator] | -9% | -7
#31 CC(C)c1[nH]nc2c1C(c1cccc(OC(=O)N3CCOCC3)c1)C(C#N)=C(N)O2 (configuration not stated)
→ 37% | -4%[12.7 µM] | -4% | 11% | -4% | -27% | 0% | -7% | 5
#32 COc1cccc(CNC(=O)c2ccc3c(c2)c(C)c(C)n3Cc2ccccc2)c1
→ 9% | u | -21% | 0% | u | 4% | -8% | u | -1
#33 COc1ccc(-n2cnnc2SC(C)C(=O)Nc2cccc([N+](=O)[O-])c2)cc1 (configuration not stated)
→ 8% | u | -24% | 0% | -3% | 5% | -11% | -30% | 3
#34 CC(C)C[C@H](NC(=O)c1nc[nH]c1C(=O)NCC(=O)OCc1ccccc1)C(=O)OCc1ccccc1
→ 31% | x | 7% | 2% | 15% | -3% | 0% | -31% | -2
#35 CCOc1ccccc1NC(=O)CSc1ccc2nc(-c3ccccc3)cn2n1
→ 35%[57 µM] | u | -48% | 1% | 12% | -4% | u | 2% | 1
#36 O=C(OCc1ccccc1)N1CCC2CC1c1cc(Cl)ccc12 (configuration not stated)
→ 173%[activator] | x | -3% | -7% | x | -2% | -1% | 93%[activator] | -3
#37 C/C(=N\NC(=O)C(O)c1ccccc1)c1ccc(C)s1 (configuration not stated)
→ 21% | x | -36% | -6% | x | -10% | 0% | 4% | 4
#38 O=C(Nc1ccc(F)cc1)c1cccnc1
→ 27% | x | -2% | 4% | 1% | 0% | 9% | -6% | -1
#39 O=C(CSc1nc(-c2ccco2)cc(C(F)(F)F)n1)Nc1ccc2c(c1)OCO2
→ 22% | 3%[59 µM] | 10% | 6% | 10% | 0% | 8% | -9% | 6
#40 CCOC(=O)CCCCNC(=O)Nc1ccccc1
→ 35% | -1% | -4% | 1% | 6% | -7% | 16% | 0% | -1

Full records, looked up by structure. Order of screens: HP1b chromo inh, G9a block, RGS4 inhibitor, ERG Ets-DNA blk, BAZ2B inh, GLS inh, 12-LOX inh, JMJD2A Tudor, PI4K2A inh
Cc1ccc2c(CC(=O)N3CCN(c4cccc(Cl)c4)CC3)coc2c1 as listed: 31%, -31%[59 µM], -19%, 2%, -10%, -34%, u, -16%, 4
C/C(=N\NC(=O)C(O)c1ccccc1)c1ccc(C)s1 (configuration not stated) as listed: 21%, x, -36%, -6%, x, -10%, 0%, 4%, 4
